LMPTP block = LMPTP phosphatase inhibitors, primary screen, biochemical, fluorescence intensity, uHTS | recombinant LMPTP-A, OMFP fluorogenic substrate | inhibition, % at 20 µM | 360,000 compounds, 0.22% hits | AID 651560, 2012;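 active means compounds that cut the enzyme signal by at least half of the control window in the single-dose screen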;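 further: plate controls were DMSO wells with enzyme plus substrate for no effect and substrate without enzyme for full effect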
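Test system: LMPTP-A, protein tyrosine phosphatase of low molecular weight; Input: 0.625 nM enzyme; Incubation: 50 min dark incubation at room temperature; Signal: endpoint fluorescence intensity from OMFP dephosphorylation; Read-out basis: % inhibition versus control wells.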
SUMO1 PPI mod = modulators of SUMO1 protein-protein interactions, primary screen, biochemical, uHTS; 360,000 compounds, 0.33% hits; inhibition, % at 20 µM; AID 602429, 2012; SUMO1 binding to a labelled peptide, TR-FRET, 1 h; Small ubiquitin-related modifier 1 (Homo sapiens), P63165; in the data active means inhibition above about 37%
Scp1 inh = Scp-1 phosphatase inhibitors, primary screen, biochemical, colorimetric, uHTS | Carboxy-terminal domain RNA polymerase II polypeptide A small phosphatase 1 (Homo … | Recombinant Scp1, phosphopeptide, malachite green phosphate absorbance | inhibition, % at 20 µM | 340,000 compounds, 0.88% hits | AID 493091, 2011;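 active means inhibition above about 50% at 20 µM, limit read from the data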;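 further: plate controls were DMSO wells with enzyme for no effect and wells lacking enzyme for full effect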
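Material: truncated SCP-1 phosphatase (76-261aa) / Buffer or medium: 50 mM Tris acetate pH 5.5, 0.005% Tween-20, 10 mM MgCl2 / Compound dosing: one concentration, 20 µM, with 1.0% DMSO / Incubation: 45 min room-temperature reaction, 5 min colour, 30 min stabiliser / Detection: colorimetric free-phosphate detection, absorbance 630 nm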
CSN deneddyl inh = inhibitors of CSN-mediated cullin deneddylation, primary screen, biochemical, fluorescence polarization, uHTS; inhibition, % at 12.5 µM; COP9 signalosome complex subunit 5 (Homo sapiens), Q92905; 360,000 compounds, 0.38% hits; Purified CSN, SCF-Nedd8-OG deneddylation; AID 651999, 2013;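 active means pattern-corrected inhibition above about 35%, with an unprinted fluorescence ratio check between 0.5 and 1.5, limit read from the data, passing the limit was not always enough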;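 further: 0% = enzyme with substrate and 100% = substrate without enzyme; some results filed as inactive read as strong as hits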
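Assay system: HEK293T-derived human Csn5 enzyme; quantity: 0.24 nM enzyme; medium: Tris/NaCl/DTT buffer, pH 7.5; also added: substrate SCFSkp2-Nedd8OG, 10 nM; doses: 12.5 µM compound; schedule: 90 min reaction at room temperature; signal: FP; read-out: % inhibition of substrate cleavage by Csn5; benchmarks: substrate-only high control, full reaction low control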
Tb MetRS inh = T. brucei MetRS inhibitors, primary screen, biochemical, luminescence; methionyl-tRNA synthetase (Trypanosoma brucei brucei); purified T. brucei MetRS, ATP depletion, Kinase-Glo luminescence; 360,000 compounds, 0.4% hits; AID 624268, 2012; inhibition, % at 11.9 µM;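 active means inhibition above a per-plate cutoff of the control wells' mean inhibition plus 3 SD, cut at about 5.5% in these data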;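 further: 0% = DMSO wells median and 100% = median of wells with control inhibitor compound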
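Material: parasite MetRS enzyme / Replication: singlicate, one well per compound / Signal: luminescence of leftover ATP / Schedule: 2 h aminoacylation at 25 °C after 15 min preincubation / Medium: HEPES-MgCl2-KCl buffer plus DTT, spermine, BSA, pyrophosphatase / Doses: 11.9 µM single point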
PABP1 MLLE inh = inhibitors of PABP1 MLLE–PAM2 peptide binding, primary screen, biochemical, fluorescence polarization, FITC-PAM2, GST-MLLE. 360,000 compounds, 0.36% hits. AID 588489, 2011. Polyadenylate-binding protein 1 (Homo sapiens), P11940. inhibition, % at 20 µM; in the data active means inhibition above about 35%, passing the limit was not always enough;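 further: plate controls were DMSO wells with GST-MLLE for no effect and wells lacking GST-MLLE protein for full effect; some results filed as inactive read as strong as hits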
DNMT1 inh = human DNMT1 methyltransferase inhibitors, primary screen, biochemical, molecular beacon, fluorescence, HinP1I cleavage, uHTS. inhibition (reported as % activation of signal), % at 10 µM. 360,000 compounds, 0.83% hits. DNA (cytosine-5)-methyltransferase 1 (Homo sapiens), P26358; in the data active means inhibition above about 50%
Target sequence (P26358 504-1616 limits assumed): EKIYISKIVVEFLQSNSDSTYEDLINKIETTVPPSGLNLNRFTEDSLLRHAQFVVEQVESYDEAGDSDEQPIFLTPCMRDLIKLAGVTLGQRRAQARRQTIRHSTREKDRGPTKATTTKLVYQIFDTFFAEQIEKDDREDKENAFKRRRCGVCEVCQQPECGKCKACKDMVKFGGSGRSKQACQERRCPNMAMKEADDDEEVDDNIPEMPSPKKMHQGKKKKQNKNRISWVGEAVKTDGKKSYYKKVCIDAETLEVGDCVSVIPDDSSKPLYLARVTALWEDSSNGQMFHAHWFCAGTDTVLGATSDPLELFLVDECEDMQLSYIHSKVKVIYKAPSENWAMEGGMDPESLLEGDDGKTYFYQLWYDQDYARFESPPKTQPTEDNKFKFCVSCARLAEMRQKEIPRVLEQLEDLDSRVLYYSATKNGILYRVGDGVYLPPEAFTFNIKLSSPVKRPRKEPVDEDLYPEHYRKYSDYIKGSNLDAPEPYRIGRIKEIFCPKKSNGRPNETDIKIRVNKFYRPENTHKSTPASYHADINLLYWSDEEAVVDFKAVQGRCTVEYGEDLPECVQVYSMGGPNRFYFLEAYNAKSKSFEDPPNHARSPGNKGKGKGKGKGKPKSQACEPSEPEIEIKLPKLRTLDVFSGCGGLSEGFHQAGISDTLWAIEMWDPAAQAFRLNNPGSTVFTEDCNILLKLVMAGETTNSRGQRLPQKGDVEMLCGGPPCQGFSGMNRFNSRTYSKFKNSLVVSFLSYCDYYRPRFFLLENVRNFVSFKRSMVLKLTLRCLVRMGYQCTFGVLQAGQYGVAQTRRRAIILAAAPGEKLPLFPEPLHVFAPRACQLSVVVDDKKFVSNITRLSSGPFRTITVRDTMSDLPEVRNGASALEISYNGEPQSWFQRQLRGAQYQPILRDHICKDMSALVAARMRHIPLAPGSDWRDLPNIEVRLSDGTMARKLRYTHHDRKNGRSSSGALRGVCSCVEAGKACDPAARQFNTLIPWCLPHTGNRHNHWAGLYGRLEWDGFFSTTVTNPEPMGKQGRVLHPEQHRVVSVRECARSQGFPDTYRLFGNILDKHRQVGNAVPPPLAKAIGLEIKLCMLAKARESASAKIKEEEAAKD
STEP block = STEP phosphatase inhibitors, primary screen, biochemical, fluorescence intensity, uHTS; 360,000 compounds, 0.25% hits; Tyrosine-protein phosphatase non-receptor type 5 (Homo sapiens), P54829; inhibition, % at 20 µM; recombinant STEP, OMFP fluorogenic substrate;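 active means inhibition at 20 µM, scaled per plate between control wells, above about 37%, limit read from the data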;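 further: 0% = DMSO with enzyme and substrate and 100% = substrate only without enzyme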
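Material: STEP (striatal-enriched tyrosine phosphatase) enzyme, cell-free | Medium: 50 mM Bis-Tris pH 6.0 with 2.5 mM DTT and 0.005% Tween 20 | Read-out: Percent inhibition scaled to no-enzyme and uninhibited-enzyme controls, plate-pattern corrected | Signal: Fluorescence read at 480 nm ex / 540 nm em | Times: 20 min reaction, room temperature, in the dark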
Rpn11 inh = Rpn11 (PSMD14) deubiquitinase inhibitors, primary screen, biochemical, fluorescence polarization, uHTS | 26S proteasome non-ATPase regulatory subunit 14 (Homo sapiens), O00487 | human 26S proteasome, Ub4-pepOG fluorescence polarization; 20S core pre-blocked with epoxomicin | calls only at 20 µM | 360,000 compounds, 0.59% hits | AID 588493, 2011;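 active means inhibition at 20 µM, scaled to each plate's controls, above about 33%, limit read from the data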
NadD block = inhibitors of S. aureus NadD, primary screen, biochemical, colorimetric, uHTS; Nicotinate-nucleotide adenylyltransferase NadD (Staphylococcus aureus N315); purified NadD enzyme, colorimetric absorbance read-out; inhibition, % at 20 µM; 360,000 compounds, 0.78% hits; in the data active means inhibition above about 26%; further: some compounds past the cut are filed as inactive
Active calls of the source: *; i = inactive; x = no result given; + = active, no number. Random draw from the library, and some 3.6% of all compounds hit somewhere here.

Scp1 inh	NadD block	DNMT1 inh	Tb MetRS inh	SUMO1 PPI mod	CSN deneddyl inh	Rpn11 inh	STEP block	PABP1 MLLE inh	LMPTP block	molecule
x	2	2	-0.1	1	0	i	-3	-5	-3.7	Cc1ccccc1S(=O)(=O)NC(=O)C1(C)CCN1C(=O)C1(c2ccc(Cl)cc2)CCC1 (stereo not drawn)
1	0	1	0.1	0	1	i	-2	10	-0.3	Cn1c(=O)c2c(ncn2CC(=O)Nc2nccs2)n(C)c1=O
-5	-3	2	-0.4	-35	-6	i	0	13	1.3	Cc1nnc(-c2ccc(N3CCOCC3)c([N+](=O)[O-])c2)o1
-3	-3	31	-0.5	-32	-1	i	-1	7	0.3	C[N+](C)(C)CC(=O)N/N=C/c1c2ccccc2cc2ccccc12
-12	0	-4	0.1	1	-2	i	0	13	-1.0	O=C(COc1cccc(Cl)c1)NNC(=S)Nc1ccccc1
x	-4	4	-0.4	13	-4	i	0	17	0.8	CCOC(=O)C1=NN2C(O)C3(C)CC(C(=O)OCC)=NN3C(O)C2(C)C1 (stereo not drawn)
-8	-5	1	-0.8	-1	-4	i	-5	-8	-1.2	O=C(NC1CC2CCCC(C1)N2Cc1ccccc1)C1CCCCC1 (stereo not drawn)
-12	15	-32	3.6	14	31	i	3	12	4.2	S=C(Nc1cccc(Cl)c1)Nc1cccc2cnccc12
-4	-2	-3	-0.6	4	-5	i	-2	13	0.7	Cc1ccccc1-n1nc(C)c2cc(C(=O)N3CCN(S(=O)(=O)c4ccccc4)CC3)sc21
-3	-1	3	-1.1	4	0	i	3	-14	-1.8	COc1ccccc1S(=O)(=O)Cc1ccc(C(=O)N2CCCC2)o1
-6	11	-6	-0.9	3	-2	i	0	7	-0.7	Cc1[nH]n(-c2ccccc2)c(=O)c1/C=N/NC(=O)COc1ccccc1[N+](=O)[O-]
-1	2	-2	-0.4	-5	-1	i	1	-33	0.4	Cc1ccc2nc(-c3cccc(Br)c3)cc(C(=O)Nn3cnnc3)c2c1
35	31*	-12	-0.5	-2	2	i	-2	-162	3.0	Cc1ccc(-c2nc(-c3cccnc3)sc2CC(=O)Nc2ccc(C)c(Cl)c2)cc1
-5	-9	3	2.1	4	-5	i	6	-3	-0.4	CCOC(=O)C1(CCC(C)C)CC(CSc2nc3ccccc3[nH]2)OC1=O (stereo not drawn)
-7	7	6	-1.9	-15	3	i	0	0	-1.6	COc1ccc(N2C(=O)c3cccc4cccc(c34)C2=O)cc1
-14	-4	-2	0.1	2	-1	i	-1	6	0.4	CC1=C(C(=O)Nc2ccccc2C(=O)NCc2ccccc2)SCCO1
-13	-3	3	-1.1	-2	-1	i	2	-7	4.3	CCOC(=O)c1cnc(SC)nc1Sc1ccccc1
12	4	0	-0.3	1	-9	i	-2	-108	-0.1	CCN(CC)CCNC(=O)c1ccc(NC(=O)C2CC(=O)N(c3ccc4c(c3)OCCO4)C2)cc1 (stereo not drawn)
-14	-2	-3	-0.7	-15	6	i	1	4	-0.4	Cc1cccc(/N=C/c2c(C)[nH]n(-c3ccccc3)c2=O)n1
-1	-2	-5	-0.1	1	-2	i	3	-6	2.2	COc1ccc(/C=C/C(=O)Nc2c(C)nn(C)c2C)cc1COc1ccc(Cl)cc1Br
-10	-9	4	0.1	-6	-12	i	0	7	1.2	CC(C)(C)c1ccc(C(=O)NCC(=O)OCc2ccc([N+](=O)[O-])cc2)cc1
-7	-6	-4	-0.2	0	7	i	3	1	-0.8	Cc1cccn2c(CN(C)CC3Cc4ccccc4O3)c(C(=O)N3CCCCC3)nc12 (stereo not drawn)
x	17	x	0.3	6	23	x	x	x	1.8	O=C1NC[C@H](c2ccccc2)N(CCCCC2CCCCC2)C1=O
-6	2	0	0.2	-21	-2	i	-6	9	-0.1	NS(=O)(=O)c1ccc(NN=C2CCN(Cc3ccccc3)CC2)c([N+](=O)[O-])c1
-4	-2	-1	-0.3	-4	-6	i	0	12	-1.0	COc1ccc(S(=O)(=O)N2CCOCC2)cc1C(=O)N(C)Cc1ccccc1F
1	2	3	-0.2	-4	-10	i	4	5	6.0	Cc1cccn2c(=O)c3cc(C#N)c(=N)n(CCCN4CCOCC4)c3nc12
-14	11	-16	2.0	3	94*	x	-5	-142	3.8	O=C1/C(=C\c2ccc(O)cc2)SC(=S)N1/N=C/c1ccc(O)cc1
10	3	1	-1.2	-3	1	i	-2	0	0.1	O=C(c1cccnc1)N1CCN(Cc2ccccc2Br)CC1
2	-4	2	-0.3	5	-5	i	1	3	-2.9	CCCCN1CCNC[C@H]1Cc1ccc(O)cc1
5	2	2	-0.3	0	-5	i	1	10	0.8	CC(C)c1nnc(NC(=O)CCC(=O)N2CCC(Cc3ccccc3)CC2)s1
-5	-6	-9	-0.1	6	9	+	1	-15	1.0	N#C/C(=C(/O)c1ccccc1F)c1nc2cc(C(F)(F)F)ccc2s1
-3	-3	0	-1.4	-5	-2	i	-1	-10	-0.4	CCC(=O)c1ccc(N2CCN(C(=O)c3ccc(Br)cc3)CC2)c(F)c1
-2	-3	-4	-0.8	-4	4	i	-2	1	0.6	O=C(CNC(=O)Cc1ccccc1)NCC(=O)OCC(=O)c1ccccc1Cl
-9	-1	4	-0.7	12	4	i	-1	-1	-0.5	CC(=O)Nc1ccc(NC(=O)COc2ccccc2C(=O)Nc2cccc(Cl)c2Cl)cc1
1	3	0	-0.3	1	-2	i	-1	-4	0.1	CC(C)(C)C(=O)Nc1nc2ccc(S(C)(=O)=O)cc2s1
-5	2	2	1.0	0	1	i	-1	8	-0.5	COc1ccc(CNC(=O)C2CCN(c3nc(OC)nc(OC)n3)CC2)cc1
-13	2	2	0.6	3	-4	i	-1	3	-0.6	Cc1ccc(Nc2nc(Cl)nc(N(C)C#N)n2)cc1
12	3	14	-1.3	7	-3	i	0	0	0.0	O=C(Cn1cnc2c(nnn2-c2ccc(F)cc2)c1=O)NCc1ccco1
3	-2	16	-0.6	4	18	i	-2	-11	0.6	O=C(C(Br)=Cc1ccccc1)c1ccccc1
-2	4	-2	-0.2	1	-2	i	2	-10	-1.3	CCC1C(=O)NCCN1C(=O)c1ccc2nc(Cc3cccc(Cl)c3)oc2c1 (stereo not drawn)

Some entries already given, reduced to DNMT1 inh and PABP1 MLLE inh.
mol	DNMT1 inh	PABP1 MLLE inh
CC(C)c1nnc(NC(=O)CCC(=O)N2CCC(Cc3ccccc3)CC2)s1	2	10
CC(=O)Nc1ccc(NC(=O)COc2ccccc2C(=O)Nc2cccc(Cl)c2Cl)cc1	4	-1

The listing continues:
Scp1 inh	NadD block	DNMT1 inh	Tb MetRS inh	SUMO1 PPI mod	CSN deneddyl inh	Rpn11 inh	STEP block	PABP1 MLLE inh	LMPTP block	molecule
-2	-5	9	-0.3	12	3	i	2	-14	1.7	COc1ccc(OCC(=O)Nc2ccc(N3CCOCC3)c(Cl)c2)cc1
4	1	-21	-0.2	-2	-4	i	2	-2	6.9	CC(C)n1cnc2c(NCc3ccccc3)cc(Cc3ccc(F)cc3)cc21
3	-6	0	-0.2	4	5	i	1	3	-0.3	Cc1ccc(NC(=O)Nc2ccc(F)cc2)nc1
-8	0	3	0.0	1	-2	i	-2	-11	-1.7	Cc1ccc(C)c(NC(=O)COC(=O)CCNC(=O)c2ccco2)c1
-12	-7	-3	-0.3	-11	-3	i	1	-12	1.1	Cc1nc(-c2ccccc2)sc1C(=O)Nc1ccccc1F
-8	4	3	1.3	-2	4	i	-2	-15	-2.7	O=C(CCCSc1nc2ccccc2[nH]1)NCc1ccccc1
0	1	-1	0.0	1	-1	i	0	10	-1.7	O=S(=O)(Nc1nc2ccccc2nc1Cl)c1cccc(C(F)(F)F)c1
-2	-10	-4	-0.4	1	1	i	2	-2	-2.8	COc1ccc(C(CNC(=O)C(C)c2ccc3cc(OC)ccc3c2)N(C)C)cc1 (stereo not drawn)
-2	5	-3	0.0	7	7	i	-2	18	3.5	COCCn1c(=O)[nH]c(=O)c2c1nc(-c1cc(Br)c3c(c1)OCO3)n2Cc1ccccc1
-14	2	-4	-1.2	-2	1	i	-2	12	-1.5	O=C(O)CSCCc1ccccn1
-9	-4	-1	0.1	-1	1	i	-3	-1	-1.2	Cc1cc(C(=O)N2CCCC(N3CCN(c4ccc(F)cc4)CC3)C2)c(C)o1 (stereo not drawn)
-4	-3	-2	-1.0	-2	4	i	-1	6	-1.6	Cc1nnsc1SCCNC(=O)c1ccc(F)cc1
-7	7	-7	0.5	-8	2	i	5	10	-0.3	Cc1ccc(S(=O)(=O)[N-]c2nc3ccccc3nc2-n2cc[n+](CCC(C)C)c2)cc1
0	11	-12	0.1	11	0	i	-1	1	6.1	CCOc1ccccc1N1CCN(C(=O)c2cc(-c3cc(OC)ccc3OC)nc3ccccc23)CC1
0	4	2	0.4	-6	-1	i	2	12	-0.3	O=C(Nc1ccc2c(c1)nc1n2CCOC1)c1ccco1
-10	1	2	-0.3	-6	-1	i	-1	-31	2.3	COC(=O)c1sc2nc(SCc3cccc(Cl)c3)n(N)c(=O)c2c1C

Compound activity from PubChem BioAssay.
